# Screening results as filed in PubChem BioAssay.
# Y pestis TopoI: blocks Yersinia pestis topoisomerase I activity; Y. pestis Topo-I cleavage product accumulation, plate reader; activity, % at 10 µM; 360,000 compounds, 0.064% hits; AID 504884; in the data active means activity above about 50%, passing the limit was not always enough; further: inactives centre near 2
# VHR inh abs: inhibitors of human VHR1 phosphatase (DUSP3). inhibition, % at 13.3 µM. 290,000 compounds, 0.52% hits. P51452. recombinant VHR phosphatase, pNPP absorbance; in the data active means inhibition above about 50%; further: some compounds called inactive have numbers as strong as hits
# Target sequence (P51452 whole entry, looked up): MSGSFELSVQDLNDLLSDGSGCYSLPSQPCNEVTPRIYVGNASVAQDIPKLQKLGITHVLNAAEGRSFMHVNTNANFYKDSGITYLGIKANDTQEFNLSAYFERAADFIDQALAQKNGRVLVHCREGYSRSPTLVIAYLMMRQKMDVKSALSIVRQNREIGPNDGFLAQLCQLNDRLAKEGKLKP
# 3CLpro inhibitor: SARS-CoV 3CLpro protease inhibition; P0C6X7; inhibition, % at 6 µM; AID 1706; 290,000 compounds, 0.14% hits; recombinant SARS-CoV 3CLpro, quenched FRET peptide cleavage; in the data active means inhibition above about 12%
# PfHsp40 yeast: compounds rescuing yeast from Plasmodium falciparum HSP40 toxicity | growth rescue, % at 12.5 µM | 340,000 compounds, 0.68% hits | S. cerevisiae expressing PfHsp40, growth rescue, ATP luminescence | AID 504582; in the data active means growth rescue above about 28%, passing the limit was not always enough;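 further: yeast W303a lacking pdr1 and pdr3 grown in galactose medium; growth measured after three days at 30 °C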
# CCHFV vOTU inh: blocks the CCHF virus ovarian tumor domain protease | CCHFV vOTU protease, Pep-AMC fluorescence | inhibition, % at 11.5 µM | 370,000 compounds, 0.55% hits | AID 651958; in the data active means inhibition above about 30%; further: 0% = vehicle wells with enzyme and 100% = no enzyme wells
# BH1578 lux ind: quorum light induction in luxS cqsA deficient V. cholerae. V. cholerae BH1578 lux reporter, luminescence, 6 h. activation, % at 18.7 µM. 350,000 compounds, 0.16% hits. AID 588436; in the data active means activation mostly above about 9.7%, no sharp cut-off; further: not every result past the cut was called active; inactives centre near 0; reference of the scale not given here
# BoNT-A LC inh2: blocks Botulinum neurotoxin A light chain protease | inhibition, % at 10 µM | AID 588499 | 360,000 compounds, 0.17% hits | multiplex microsphere protease substrate cleavage, flow cytometry; further: plate controls were buffer without enzyme for full effect and enzyme alone for no effect
# TcdB GH inh: inhibitors of Clostridioides difficile toxin B glycohydrolase. P18177. TcdB glycohydrolase enzymatic assay, plate reader. inhibition, % at 9.99 µM. 350,000 compounds, 0.24% hits; in the data active means inhibition above about 10%
# Anthrax LF inh2: blocks Bacillus anthracis lethal factor protease; P15917; multiplex microsphere protease cleavage assay, LF; inhibition, % at 10 µM; 360,000 compounds, 0.12% hits; AID 588501; further: plate controls were buffer without enzyme for full effect and enzyme alone for no effect
# Target sequence (P15917 whole entry, looked up): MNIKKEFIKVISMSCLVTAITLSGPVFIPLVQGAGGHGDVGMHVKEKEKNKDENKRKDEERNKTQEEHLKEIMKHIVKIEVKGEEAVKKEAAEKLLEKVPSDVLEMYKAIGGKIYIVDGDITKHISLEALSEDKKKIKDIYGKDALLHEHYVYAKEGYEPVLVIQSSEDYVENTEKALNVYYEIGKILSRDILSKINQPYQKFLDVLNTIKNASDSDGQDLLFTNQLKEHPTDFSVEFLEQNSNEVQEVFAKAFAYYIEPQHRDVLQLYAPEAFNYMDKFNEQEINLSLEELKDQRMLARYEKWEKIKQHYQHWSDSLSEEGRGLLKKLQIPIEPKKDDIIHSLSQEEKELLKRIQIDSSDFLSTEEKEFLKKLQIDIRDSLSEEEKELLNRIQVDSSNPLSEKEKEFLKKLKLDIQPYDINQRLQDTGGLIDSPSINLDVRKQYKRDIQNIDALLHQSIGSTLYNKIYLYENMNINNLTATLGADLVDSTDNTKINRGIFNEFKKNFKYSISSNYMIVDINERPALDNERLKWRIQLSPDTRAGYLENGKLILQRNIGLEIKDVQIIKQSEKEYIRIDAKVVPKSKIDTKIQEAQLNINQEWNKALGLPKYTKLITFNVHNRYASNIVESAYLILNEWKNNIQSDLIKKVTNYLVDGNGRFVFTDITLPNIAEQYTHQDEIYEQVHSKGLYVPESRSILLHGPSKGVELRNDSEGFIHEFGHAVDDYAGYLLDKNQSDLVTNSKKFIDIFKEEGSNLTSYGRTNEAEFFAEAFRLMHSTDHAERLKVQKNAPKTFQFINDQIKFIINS
# PriA SSB inh: K. pneumoniae PriA-SSBct interaction inhibition. AlphaScreen SSBct-PriA binding, biotinylated peptide. inhibition, % at 33 µM. 430,000 compounds, 0.6% hits. AID 1272365; in the data active means inhibition mostly above about 37%, no sharp cut-off; inactive means mostly below about 20%;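 further: plate controls were negative control peptide for no effect and reference peptide for full effect; strong numbers were not always called active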
# * hit, by the source's call; i = inactive; · = not tested or not shown; & = joins results of further samples; ! = a repeat was not active. Unless noted, no stated cut-off is given here; in the data, active means inhibition above about 30%; inconclusive means no clear call, values can overlap the other calls; inactive means below that. A portion of the library; the hit share may differ from the screen's.
nr	compound	3CLpro inhibitor	PfHsp40 yeast	BoNT-A LC inh2	TcdB GH inh	BH1578 lux ind	VHR inh abs	PriA SSB inh	CCHFV vOTU inh	Anthrax LF inh2	Y pestis TopoI
1	CCN1CCN(C(=O)NCc2ccccc2)CC1	2.3	0.1	-0.8	0.8	i	2.5	-11.3	-2.9	2.8	-8.2
2	O=C1NC(=S)S/C1=C/c1ccc(Oc2cnccn2)cc1	1.6	-1.1	-0.2	-4.5	1.1	20.4	-12.1	6.4	1.4	-5.8
3	Cc1csc(N(C)C(=O)CSc2nnc(COc3ccccc3C)o2)n1	-2.4	-0.6	0.4	0.7	i	7.3	-8.0	-13.7	2.7	2.5
4	O=C(NC1CCCC1)C1c2ccccc2OCC(=O)N1C1CC1 (stereo not drawn)	·	·	-0.5	3.0	·	·	·	-2.7	-5.7	·
5	Cc1cnc(CNC(=O)c2csc([C@@H]3C[C@H](O)[C@@H](CO)O3)n2)cn1	·	·	-0.5	0.2	-1.2	·	·	-0.1	-10.4	3.9
6	COc1ccc(NC(=O)N[C@@H](CCSC)C(=O)O)cc1Cl	-0.5	-1.1	·	·	8.3	0.8	-0.8	-8.1	·	-3.2
7	COc1ccccc1C(=O)Nc1ccc2c(c1)nc1n2CCN(Cc2ccccc2)C1	6.3	-0.1	7.5	1.1	-0.4	8.5	-3.6	-1.7	-9.7	12.5
8	Cc1cc(NC(=O)CSCC(=O)Nc2nc3ccc(F)cc3s2)no1	·	-1.0	-0.4	0.8	i	·	0.2	-1.2	-0.5	0.7
9	CNC(=O)c1csc(-c2ccc(C)cc2)n1	5.6	-0.6	2.1	·	i	6.2	-9.5	-6.4	-9.0	-0.5
10	CC(C)C(C)NC(=O)COc1ccc(S(=O)(=O)N2CCOCC2)cc1[N+](=O)[O-] (stereo not drawn)	-4.7	0.1	-1.0	·	i	2.6	1.5	-14.1	-0.1	-3.2
11	COc1ccccc1Oc1ccc(N/C=C/C(=O)c2ccc(C)o2)cc1	-0.8	-0.6	1.0	-0.2	i	12.5	4.4	-11.0	-2.7	-9.5
12	Cc1ccc(OCC(O)CN2CCc3ccccc3C2)c(C)c1 (stereo not drawn)	0.5	-1.0	0.1	1.5	i	5.5	-0.1	18.9	-3.4	25.1
13	O=C(CN1CCN(S(=O)(=O)c2ccc(F)c(Cl)c2)CC1)N1CCNC1=O	·	0.1	-0.2	3.4	i	·	-3.4	-9.9	-0.1	0.8
14	CCOc1ccc([C@@H]2CC=C(C(=O)O)[C@H](c3ccc(F)cc3)N2S(=O)(=O)c2ccc(C)cc2)cc1	·	1.2	0.4	-0.6	1.2	·	-19.6	15.2	-1.6	10.0
15	O=C(NC1CCOCC1)C1CCC(=O)N(CCc2cccc(F)c2)C1 (stereo not drawn)	-2.1	0.3	1.2	0.3	·	-23.3	0.1	29.1	-5.0	1.6
16	O=C(NCCCc1ccccc1)c1cc(COc2ccc(F)cc2Cl)on1	0.4	0.1	-2.9	0.2	-0.9	-20.1	-10.3	7.1	2.3	31.5
17	CCCOc1ccc(C(=O)C(CCC(CNCC)C(=O)c2ccc(OCCC)cc2)CNCC)cc1 (stereo not drawn)	8.4	0.1	0.1	·	2.3	5.4	3.5	8.3	-2.4	-8.6
18	CCOC(=O)c1ccc2c(c1)nc(SC(C)C(=O)NCC1CCCO1)n2CC (stereo not drawn)	·	-0.2	4.9	2.2	i	·	0.4	11.6	5.4	9.5
19	O=c1c2c(nc3nc(COc4ccccc4)[nH]n13)CCC2	3.1	-0.2	0.4	·	-0.6	-16.7	-4.0	-1.5	1.6	-0.9
20	CCOC(=O)c1c(C)oc2ccc(NS(=O)(=O)c3cccs3)cc12	2.1	-0.4	-0.5	0.8	i	15.5	-6.2	-2.0	-4.2	-13.7
21	COC(=O)c1ccc2nc(-c3ccco3)c(Cc3cccc(F)c3)n2c1	·	·	2.6	-1.5	·	·	·	2.9	0.1	·
22	CC(=O)NNc1ncnc2c1cnn2-c1ccc(C)c(Cl)c1	-0.2	0.9	-0.8	0.5	-0.1	19.7	-1.9	-8.1	-3.0	-2.2
23	Cc1ccc(C(=O)N2N=C3c4ccccc4S(=O)(=O)N3[C@H]2N(C)C)cc1	-0.5	0.3	-0.6	1.2	-0.3	7.8	-10.0	8.1	2.3	1.5
24	Brc1cc2[nH]cnc2c2ccccc12	-0.2	0.7	4.2	5.1	-5.6	-11.0	-7.5	14.2	5.8	-4.4
25	CCOc1ccccc1N(CC(=O)NCCSc1ccccn1)S(=O)(=O)c1ccc(C)cc1	-1.6	0.4	-0.2	1.8	-0.9	13.0	3.8	0.1	-1.6	38.9

# A draw from above in order of length of the SMILES, low to high:
nr	compound	3CLpro inhibitor	PfHsp40 yeast	BoNT-A LC inh2	TcdB GH inh	BH1578 lux ind	VHR inh abs	PriA SSB inh	CCHFV vOTU inh	Anthrax LF inh2	Y pestis TopoI
19	O=c1c2c(nc3nc(COc4ccccc4)[nH]n13)CCC2	3.1	-0.2	0.4	·	-0.6	-16.7	-4.0	-1.5	1.6	-0.9
21	COC(=O)c1ccc2nc(-c3ccco3)c(Cc3cccc(F)c3)n2c1	·	·	2.6	-1.5	·	·	·	2.9	0.1	·
23	Cc1ccc(C(=O)N2N=C3c4ccccc4S(=O)(=O)N3[C@H]2N(C)C)cc1	-0.5	0.3	-0.6	1.2	-0.3	7.8	-10.0	8.1	2.3	1.5

# Returning to the listing; the 5 compounds before the break are reprinted first.
nr	compound	3CLpro inhibitor	PfHsp40 yeast	BoNT-A LC inh2	TcdB GH inh	BH1578 lux ind	VHR inh abs	PriA SSB inh	CCHFV vOTU inh	Anthrax LF inh2	Y pestis TopoI
21	COC(=O)c1ccc2nc(-c3ccco3)c(Cc3cccc(F)c3)n2c1	·	·	2.6	-1.5	·	·	·	2.9	0.1	·
22	CC(=O)NNc1ncnc2c1cnn2-c1ccc(C)c(Cl)c1	-0.2	0.9	-0.8	0.5	-0.1	19.7	-1.9	-8.1	-3.0	-2.2
23	Cc1ccc(C(=O)N2N=C3c4ccccc4S(=O)(=O)N3[C@H]2N(C)C)cc1	-0.5	0.3	-0.6	1.2	-0.3	7.8	-10.0	8.1	2.3	1.5
24	Brc1cc2[nH]cnc2c2ccccc12	-0.2	0.7	4.2	5.1	-5.6	-11.0	-7.5	14.2	5.8	-4.4
25	CCOc1ccccc1N(CC(=O)NCCSc1ccccn1)S(=O)(=O)c1ccc(C)cc1	-1.6	0.4	-0.2	1.8	-0.9	13.0	3.8	0.1	-1.6	38.9
26	COC(=O)c1ccc(C)c(NC(=O)CCCN2C(=O)CN(C)C2=O)c1	·	-0.1	-0.4	-0.7	0.4	·	-7.9	-2.5	-10.3	1.9
27	N#Cc1c(SCC(=O)Nc2cccc(F)c2)sc2c(O)cc(=O)[nH]c12	-0.8	4.6	0.4	-5.5	-0.4	10.1	1.9	26.0	-2.1	-3.3
28	COC(=O)c1ccc(CNC(=O)CSC2=NCCS2)cc1	-4.2	-1.6	0.4	0.0	-0.2	19.0	-14.5	-8.2	-1.4	6.6
29	C[C@H](CO)N1C[C@H](C)[C@@H](CN(C)S(=O)(=O)c2ccccc2)Oc2ccc(NC(=O)NC3CCCCC3)cc2C1=O	·	2.9	-0.6	0.8&1.4	-0.2	·	-2.9	16.8	-7.7	20.8
30	CC(C)N1CCC(N2CCN(Cc3ccc4nonc4c3)CC2CCO)CC1 (stereo not drawn)	0.7	0.0	0.6	2.9	i	-23.4	-4.9	-1.0	-11.2	8.4
31	Brc1cc(Br)c2nc(-c3cccs3)ccc2c1	-1.3	0.5	13.7	·	i	2.0	-9.3	20.0	11.7	2.6
32	NCCNC(=O)c1c(NC(=O)c2ccccc2)sc2c1CCCC2	-0.7	0.1	3.3	1.0	-0.1	53.9*	14.5	6.6	-30.9	-10.8
33	O=[N+]([O-])c1ccccc1N/N=C/c1c[nH]c2ccccc12	0.6	0.1	-0.7	·	i	28.7	·	9.3	-10.5	-36.9
34	c1ccc(-c2nc(NCc3ccco3)c3ccccc3n2)nc1	2.4	-1.0	-2.7	·	i	0.1	-13.5	18.5	-1.8	10.2
35	COc1cc(OC)cc(C(=O)NC(=S)Nc2ccc(Cl)c(C(=O)O)c2)c1	4.4	0.0	-2.4	·	7.1	3.2	0.8	8.7	-0.4	-7.5
36	COCCNC(=O)Cn1cnc2sc(C)c(S(=O)(=O)N3CCC(C)CC3)c2c1=O	5.4	1.0	1.0	·	-1.5	1.1	-16.1	2.9	-4.0	-0.4
37	Cc1ccc(-n2c(SCC(N)=O)nc3c([nH]c4ccccc43)c2=O)cc1	-1.8	-0.5	-1.3	-0.3	-0.3	-8.6	-16.0	8.0	-11.1	12.6
38	O=C(CCC1CCCC1)NNC(=O)COc1ccc(Br)cc1	·	-0.2	-0.9	5.0	i	·	2.3	7.4	7.5	8.4
39	CC(C)C(=O)Nc1nnc(S(=O)(=O)N2c3ccccc3CC2C)s1 (stereo not drawn)	2.6	-1.5	-1.2	0.6	-0.2	5.5	-11.7	0.1	3.4	-1.3
40	Cc1nc(C(C)NC(=O)CCc2nnc(Cc3c[nH]c4ccccc34)o2)cs1 (stereo not drawn)	4.5	0.6	0.6	1.4	1.6	7.3	-10.1	-4.5	6.5	-8.6
41	CC(C)(C)NC(=O)c1cccc2c1OC(C)(C)C2	-4.1	1.3	0.3	·	1.4	-2.2	-7.7	24.7	-2.4	-1.5
42	O=C(Cc1n[nH]c(=O)c2ccccc12)OCC(=O)c1ccccc1	·	-0.5	0.0	0.6	-0.9	·	-7.2	-12.3	-5.5	12.5
43	C=CCNC(=O)c1ccc(C(=O)c2ccccc2)cc1	0.0	-0.8	-0.3	·	i	13.6	5.1	-3.5	-0.2	-1.4
44	CC(NC(=O)c1ccccc1F)c1ccccc1 (stereo not drawn)	6.0	-0.4	0.1	0.5	0.5	9.5	-5.0	-17.2	-6.9	0.9
45	CCCc1cc(N2CCOCC2)n2nc(C)c(-c3ccccc3)c2n1	-1.0	-0.9	-1.5	0.7	i	20.1	-10.1	-2.7	-7.5	7.9
46	CC1=NOC(=O)/C1=C\c1ccccc1	3.1	-0.5	-0.2	-0.6	i	0.4	-0.5	-7.9	-4.9	5.6
47	CN1CCN(c2ccc(CNC(=O)C3Cc4c(-c5ccccc5Oc5ccccc5)ccnc4O3)cc2)CC1 (stereo not drawn)	·	·	-0.5	4.9	-0.5	·	·	-0.9	-3.0	14.6
48	CCCOc1cc(C)c(S(=O)(=O)n2ccc(C)n2)cc1C	4.0	0.5	-0.7	·	i	7.2	-10.2	4.4	3.0	4.5
49	CCOC(=O)C1C(c2ccc(C)o2)NC(=O)NC1(O)C(F)(F)F (stereo not drawn)	-3.8	-0.1	-1.0	·	-1.7	32.2	43.0*!	1.2	-1.0	-1.7
50	CCC(C(=O)NC1CCCCC1)n1c(SCc2ccc(F)cc2)nc2ccncc21 (stereo not drawn)	-0.6	-1.9	-0.2	-0.3	-0.2	11.4	-7.1	7.0	-9.7	18.5
